# Screening results from PubChem BioAssay.
# LEDGF integ inh = blocks HIV-1 LEDGF/p75-dependent DNA integration. TR-FRET IN-LEDGF/p75 DNA integration, Eu/Cy5. inhibition, % at 3.7 µM. 0.64% of 370,000 active. AID 743269;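 active = inhibition above the screen-wide mean plus 3 SD, cut at about 13% in these data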;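 also: signal is the Cy5 over europium emission ratio at 671 and 618 nm; 0% = plate median of compound wells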
# MBD2 DNA inh = inhibitors of human MBD2 binding to methylated oligonucleotide | Q9UBB5 | TR-FRET | 0.31% of 370,000 active | inhibition, % at 4.4 µM; in the data active = inhibition above about 13%
# Target sequence (Q9UBB5 whole entry, looked up): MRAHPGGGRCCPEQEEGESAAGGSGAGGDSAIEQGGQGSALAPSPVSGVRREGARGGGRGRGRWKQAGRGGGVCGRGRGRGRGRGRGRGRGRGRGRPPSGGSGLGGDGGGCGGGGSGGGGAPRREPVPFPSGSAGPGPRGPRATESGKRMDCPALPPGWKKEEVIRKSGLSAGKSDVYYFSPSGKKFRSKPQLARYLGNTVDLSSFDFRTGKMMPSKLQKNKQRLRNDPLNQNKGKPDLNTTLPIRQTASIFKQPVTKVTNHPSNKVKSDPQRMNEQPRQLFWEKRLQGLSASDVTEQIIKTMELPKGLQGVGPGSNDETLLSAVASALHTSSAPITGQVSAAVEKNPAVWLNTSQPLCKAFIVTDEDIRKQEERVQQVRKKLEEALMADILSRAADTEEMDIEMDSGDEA
# TDP2 inh = blocks human TDP2 phosphodiesterase activity | 0.34% of 370,000 active | recombinant TDP2, T5PNP hydrolysis, p-nitrophenol absorbance 415 nm | O95551 | inhibition, % at 12.8 µM | AID 720702;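 active = inhibition above the mean of all tested compounds plus 3 SD, set per campaign, cut at about 25% in these data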;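 also: 0% = DMSO with enzyme and 100% = buffer with substrate but no TDP2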
#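 Assay system: Recombinant human TDP2 | Quantity: 120 nM TDP2 per well | Incubation: 2 h at 37 °C | Signal: Epi absorbance | Evaluation: Percent inhibition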
# mABHD4 FP = inhibitors of mouse ABHD4. 0.54% of 370,000 active. purified mABHD4, FP-Rh probe fluorescence polarization. AID 720543. inhibition, % at 8.92 µM;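 active = inhibition exceeding the mean over every tested compound plus 3 SD, cut at about 30% in these data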;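 also: 0% = plate median of compound wells and 100% = S159A mutant with DMSO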
#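 assay system = mABHD4 protein | compound dosing = single nominal dose of 8.92 µM, 0.89% DMSO final | read-out basis = percent inhibition of probe binding, normalized to plate controls | schedule = Enzyme–compound pre-incubation 45 min, then probe 60 min, both 25 °C | detection = fluorescence polarization, excitation 525 nm, emission 598 nm, BODIPY TMR filters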
# PRMT1 inh = PRMT1 (human) inhibition, primary screen; Q99873; 1.3% of 370,000 active; inhibition, % at 2.79 µM; recombinant PRMT1, activity-based probe fluorescence polarization;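 active = inhibition above about 21% made by adding two undisclosed values, limit read from the data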
# SIAE inh = inhibitors of human sialic acid acetylesterase SIAE; inhibition, % at 9.66 µM; SIAE FP-Rh probe binding, fluorescence polarization; 0.69% of 370,000 active;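 active = inhibition above a cutoff: mean of compounds within the control limits plus 3 SD of those, cut at about 17% in these data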;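 also: 0% = plate median of compound wells and 100% = probe without SIAE protein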
# Target sequence (Q9HAT2 whole entry, looked up): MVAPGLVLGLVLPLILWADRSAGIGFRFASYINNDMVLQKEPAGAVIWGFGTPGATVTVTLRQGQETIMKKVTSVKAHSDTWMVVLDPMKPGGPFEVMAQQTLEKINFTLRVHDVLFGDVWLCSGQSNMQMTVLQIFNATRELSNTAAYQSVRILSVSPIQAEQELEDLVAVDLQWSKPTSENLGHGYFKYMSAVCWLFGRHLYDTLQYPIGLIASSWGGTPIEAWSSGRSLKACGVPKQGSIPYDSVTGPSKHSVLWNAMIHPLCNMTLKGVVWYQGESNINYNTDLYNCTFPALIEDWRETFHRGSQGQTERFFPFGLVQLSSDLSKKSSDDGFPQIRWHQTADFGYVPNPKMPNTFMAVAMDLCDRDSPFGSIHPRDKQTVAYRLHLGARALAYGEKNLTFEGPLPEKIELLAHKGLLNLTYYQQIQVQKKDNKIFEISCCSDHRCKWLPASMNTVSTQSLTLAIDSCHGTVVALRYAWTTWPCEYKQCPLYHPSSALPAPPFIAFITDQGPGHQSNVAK
# rCAG RNA binder = molecules binding r(CAG) RNA repeats; inhibition, % at 3 µM; AID 651821; 1.3% of 370,000 active; r(CAG) RNA repeat, TO-PRO-1 dye displacement fluorescence;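 active = inhibition above the plate cutoff, the mean of all test compounds on that plate plus 3 SD, cut at about 35% in these data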;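 also: 0% = DMSO alone and 100% = 100 µM mitoxantrone as full dye displacement; higher means more dye released from RNA so lower well fluorescence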
# TCR-CD3 inh = blocks the human TCR-CD3 interaction; TAMRA-labeled TCR probe fluorescence, biochemical; 0.37% of 360,000 active; inhibition, % at 9.4 µM; AID 651800; in the data active = inhibition above about 19%;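 also: recombinant mutant TCR 2C K166C tagged with TAMRA read by polarization; 0% = receptor in buffer alone and 100% = receptor with positive control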
# GC-B act = GC-B (human) receptor activation. P20594. HEK293-GC-B cells, CNP EC30, cGMP TR-FRET; 0% at EC30 CNP, 100% saturating CNP. activation, % at 10 µM. 0.11% of 370,000 active. AID 1920062;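 active = activation at 10 µM reaching about 35% in either raw or pattern-adjusted values, limit read from the data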
# HTRA1 inhibitor = HTRA1 (human) protease inhibition; 0.5% of 340,000 active; recombinant HTRA1, FP-rhodamine activity-based probe, fluorescence polarization; inhibition, % at 5.96 µM; Q92743; in the data active = inhibition above about 36%;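 also: 0% = enzyme with DMSO and 100% = wells lacking enzyme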
# * marks the source's active call; other numbers are inactive results; x = not tested or not shown; & = joins results of further samples.
# Start of the listing, in advance:
molecule	LEDGF integ inh	MBD2 DNA inh	TDP2 inh	mABHD4 FP	PRMT1 inh	SIAE inh	rCAG RNA binder	TCR-CD3 inh	GC-B act	HTRA1 inhibitor
CC(C)C(NCc1c(Cl)cccc1Cl)C(=O)O (stereo unspecified)	2	-1	-1	0	-1	-4	-1	8	8	-2
Cc1ccccc1CN1[C@@H](C)[C@H](c2ccccc2)Oc2cccc(N3CCCC(C)C3)c2S1(=O)=O (stereo partly specified)	-2	1	-2	1	-2	1	5	-5	-1	x
O=C1OC(/C=C/c2ccc(Cl)cc2)=NC/1=C/c1ccco1	17*	-1	6	29	13	2	19	-1	0	0

# All compounds of this part (from the top)
molecule	LEDGF integ inh	MBD2 DNA inh	TDP2 inh	mABHD4 FP	PRMT1 inh	SIAE inh	rCAG RNA binder	TCR-CD3 inh	GC-B act	HTRA1 inhibitor
CC(C)C(NCc1c(Cl)cccc1Cl)C(=O)O (stereo unspecified)	2	-1	-1	0	-1	-4	-1	8	8	-2
Cc1ccccc1CN1[C@@H](C)[C@H](c2ccccc2)Oc2cccc(N3CCCC(C)C3)c2S1(=O)=O (stereo partly specified)	-2	1	-2	1	-2	1	5	-5	-1	x
O=C1OC(/C=C/c2ccc(Cl)cc2)=NC/1=C/c1ccco1	17*	-1	6	29	13	2	19	-1	0	0
O=C(/C=C/c1ccccc1Cl)N(Cc1ccc(Cl)cc1)C1CCS(=O)(=O)C1 (stereo unspecified)	2	2	-4	-1	-3	0	-6	1	-22	-2
Cc1cc(=O)oc2cc(OC(C)C(=O)NCCCn3ccnc3)ccc12 (stereo unspecified)	-3	-2	7	2	-2	4	-2	-5	-4	2
COCC1CCCN(C(=O)c2ccc(OC3CCN(Cc4ccccn4)CC3)cc2)C1 (stereo unspecified)	-1	0	0	2	4	1	-12	-2	3	5
Cc1ccccc1NC(=O)Cc1nc(COC(=O)C(NC(=O)c2ccccc2C)C(C)C)cs1 (stereo unspecified)	-1	5	-9	16	1	-2	4	-4	2	-2
COc1ccccc1-c1ccc(SCc2ccc(F)cc2)nn1	0	3	3	5	-3	-4	-1	4	-5	-11
CC(=O)Nc1ccc(-c2ccc(NC(C)=O)c(O)c2)cc1O	7	-1	8	4	1	0	15	9	-7	-3
Cc1cc(C)nc(NS(=O)(=O)c2ccc(NC(=O)CSc3nc4ccccc4[nH]3)cc2)n1	1	0	-4	1	2	1	17	-7	4	0
O=C1Oc2ccccc2C(=O)/C1=C\N1CCN(c2ccccc2)CC1	4	-5	6	-1	-2	-4	5	4	1	2
O=C(NCCc1ccccc1)C1(S(=O)(=O)c2ccc(Cl)cc2)CC1	0	3	-9	2	1	-5	-5	0	-5	-8
COC(=O)c1ccccc1OCc1cccc(C)n1	-3	0	-3	-1	-1	-1	-3	0	-6	-4
CCN(c1ccccc1)S(=O)(=O)c1ccc(OC)c(NC(=O)Cc2ccc(OC)c(OC)c2)c1	-3	1	-11	-5	1	1	3	1	7	-12
Cc1ccc2oc(=O)c3cc(C(=O)NCCN4CCc5ccccc5C4)sc3c2c1	-2	0	5	1	-2	-17	18	5	-3	-37
CCOc1ccc(CNC(=O)C2CCN(S(=O)(=O)N3CCCC3)CC2)cc1OC	2	5	7	-2	-3	-9	-4	-3	7	5
Cc1ccc(C(c2c(C)[nH][nH]c2=O)c2c(C)[nH][nH]c2=O)cc1[N+](=O)[O-]	4	-1	6	7	1	3	7	1	1	5
CN1CCN(CCCN2c3ccccc3Sc3ccc(C(F)(F)F)cc32)CC1	3&-5&-3	3&0&10	-1&-5&-1	29&21&18	-1&-4&5	4&5&5	-2&-1&0	2&-1&4	-11&-12&-17	10&12&18
Cc1cc2c(cc(C(=O)OCC(=O)NC3CCCCC3)n2C)o1	1	0	5	-8	-3	2	2	-6	4	-3
Cc1ccc2cccc(OC(=O)c3cccnc3Oc3ccccc3)c2n1	4	0	9	-4	-1	7	3	-2	6	x
COc1ccc(-c2cc(C(=O)OCC(=O)NC3CC3)c3ccccc3n2)cc1	3	0	4	-18	-2	-5	2	2	1	-39
CC1CN(C2CCN(C(=O)COc3ccc(Cl)cc3)CC2)CC(C)O1 (stereo unspecified)	1	0	-1	18	2	-1	-6	11	1	4
Cc1ccc(N2CC(C(=O)N3CCC(C(=O)NC(C)(C)C)CC3)CC2=O)cc1 (stereo unspecified)	3	-3	-12	3	-1	0	1	-2	2	-1
O=C(NCc1ccc(C(F)(F)F)cc1)C1CC(c2c(Cl)cccc2Cl)=NO1 (stereo unspecified)	-1	-5	1	-9	-2	-4	-7	5	0	-9
CCCCCc1nnc(NC(=O)C(=O)OCC)s1	-1	-2	8	-1	2	4	4	0	-4	-1
Nc1nc2c(nc(SCc3ccccc3Br)n2[C@@H]2O[C@H](CO)[C@@H](O)[C@H]2O)c(=O)[nH]1	0	5	-1	5	2	3	18	-7	3	-4
CC(=O)Nc1ccc(NC(=S)NC(=O)/C=C/c2ccc(Cl)cc2)cc1	1	-5	-4	0	-2	5	-1	5	1	-2
CCc1ccc(N2C(=O)C3NN=C(C(=O)OCc4ccccc4)C3C2=O)cc1 (stereo unspecified)	0	0	-4	2	3	0	1	-5	1	-3
Cc1cc(NC(=O)CCl)n(-c2nc3ccccc3s2)n1	4	2	-10	-8	0	0	2	13	0	-7
CC(C)Nc1ncnc2c1ncn2[C@H]1CN(Cc2cccnc2)C[C@@H](CO)O1	-5	-2	4	-5	2	4	0	-1	-3	x
CCCC(C(=O)O)n1c(O)c(C=C2N=c3ccccc3=N2)sc1=S (stereo unspecified)	-3	-1	-15	25	26*	10	58*	8	-12	3
COc1cc(-c2nnc3n2CCCCC3)cc(OC)c1OC	8	-5	-19	-8	-4	-1	-1	-10	2	3
COc1ccc(CCNC(=O)CSc2nn(-c3ccccc3)c(=S)s2)cc1OC	1	-2	-1	1	-1	11	-3	8	-4	-5
Cc1ccc(CCSCC(=O)O)cn1	4	-4	2	-2	5	-5	-2	-3	-2	-2
O=C(O)c1cccc(OCCN2CCCC2=O)c1	1	-2	-11	0	1	-1	1	6	-1	-8
O=C(CCc1ccc(S(=O)(=O)N2CCOCC2)cc1)Nc1ccc(F)c(F)c1F	-5	1	10	-2	5	3	2	0	3	0
CC(C)NC(=O)c1ccc2sc([C@H]3C[C@H](O)[C@@H](CO)O3)nc2c1	-1	7	0	-13	6	-4	2	-9	4	x
CCc1nc(Nc2ccc(N3CCN(C(C)=O)CC3)cc2)c2oc3ccccc3c2n1	0	2	-5	7	-2	6	3	6	20	7
CC(C)c1ccc(NC(=O)N2CCOCC2)cc1	4	-5	2	1	3	2	-3	-2	6	1
Fc1cccc(Cl)c1COc1ccc(-c2nnco2)cc1	-3	2	4	0	4	3	1	-4	-3	-7
Cc1ccc(NC(=O)c2ccc(S(=O)(=O)N3CCCCCC3)cc2)nc1	-1	-9	1	1	-1	-5	-6	0	-3	-7
CC1CCC(C(C)C)C(OC(=O)CSc2nccc(=O)[nH]2)C1 (stereo unspecified)	4	-1	7	3	1	-4	12	2	2	1
O=C(Nc1ccc(N2CCN(C(=O)c3ccccc3)CC2)cc1)c1ccc2c(c1)OCCO2	0	3	1	-1	0	-5	-7	0	0	1
CC(=O)c1ccc(Nc2nc(C(N)c3ccccc3)cs2)cc1 (stereo unspecified)	1	5	1	16	-1	1	7	-5	-2	x
CN(Cc1ccccc1)c1nc2c(c(=O)n(C)c(=O)n2C)n1CCSc1ncccn1	0	-4	6	6	0	2	2	6	0	2
COc1ccc(C2C3(C#N)C(N)=NC(OC)(OC)C23C#N)cc1 (stereo unspecified)	-2	3	-6	2	10	2	2	-4	-3	-1
Cc1cc(-c2nc(C)c(-c3nnc(SCC(=O)Nc4ccc(Cl)cc4)n3C)s2)no1	-1	1	3	4	-3	-3	4	-1	-2	x
OCCn1c(SCCOc2ccccc2)nc2ccccc21	3	-7	-3	-4	0	5	-2	-2	2	2
CCCn1c(N)c(N(CCOC)C(=O)c2ccc(F)cc2F)c(=O)[nH]c1=O	2	3	4	-2	0	-4	1	2	1	6
Cn1c(=O)c2c(nc(Oc3ccc4c(c3)OCO4)n2Cc2ccc(F)cc2)n(C)c1=O	0	-2	-2	2	2	-1	-1	9	4	3

# Next compounds follow.
molecule	LEDGF integ inh	MBD2 DNA inh	TDP2 inh	mABHD4 FP	PRMT1 inh	SIAE inh	rCAG RNA binder	TCR-CD3 inh	GC-B act	HTRA1 inhibitor
COC(=O)[C@@]1(Cc2ccc(F)cc2)[C@H]2c3cc(C(=O)N(C)C)n(Cc4cc(C)n(C)n4)c3C[C@H]2CN1C(=O)c1ccccc1	-4	-2	-7	-4	-5	-1	3	2	1	x
COc1cccc(NC(=O)COc2ccc(N3CC(C(=O)NCC(C)C)CC3=O)cc2)c1 (stereo unspecified)	-1	-6	11	2	-1	-1	-5	5	-2	1
CC1=CC2=NC(=O)/C(=C/c3coc4ccc(Cl)cc4c3=O)C(=N)N2O1	7	0	6	-2	-1	-12	-26	-6	6	-10
COc1ccccc1NS(=O)(=O)c1ccc(Cl)c(NC(=O)C(C)N2C(=O)c3ccccc3C2=O)c1 (stereo unspecified)	0	-1	2	4	1	1	6	-5	3	-11
NC(=O)NOCc1ccccc1F	1	0	0	-4	1	7	0	-4	0	x
Cc1ccc(OCC(=O)N2CC3(C)CC2CC(C)(C)C3)cc1 (stereo unspecified)	1	-1	11	7	-1	-2	-8	1	5	-5
COc1ccc(Cl)cc1NC(=O)NCC1CCN(Cc2ccccc2F)CC1	0	-6	-6	-4	-6	0	-3	-2	-2	-6
CCCCn1c(-c2cccc(Br)c2)nc2cc3[nH]c(=O)c(C(C)C)nc3cc21	0	-6	-8	-11	5	0	7	3	8	-9
Cc1ccc2nc(Cl)c(/C=N/Nc3ccc(C(=O)O)cc3)cc2c1	4	-4	-10	21	3	-39	41*	10	4	-15
CCOc1ccc(Cl)cc1/C=N/NC(N)=O	8	2	-15	-8	-5	-8	3	0	-6	0
CC(C)(C)CC(=O)Nc1cc(S(=O)(=O)N2CCOCC2)ccc1N1CCCC1	3	-5	-16	-5	-8	4	6	-2	1	-6
Cn1nc(CC(=O)Nc2ncc(Br)s2)c2ccccc2c1=O	-1	7	0	0	-4	-7	-2	0	3	-7
CNC(=O)c1sc(-c2ccccn2)nc1C	-2	-1	13	0	2	0	-1	6	0	2
FC(F)(F)c1nc(Sc2ncccc2C(F)(F)F)n[nH]1	2	-5	-4	0	4	0	-3	-5	1	5
CC1(C(=O)NS(=O)(=O)c2ccc(Cl)cc2)CCN1C(=O)Cc1ccccc1 (stereo unspecified)	-1	-4	-1	0	-4	9	4	0	-3	x
O=S1(=O)CCC(NC2CCCC2)C1 (stereo unspecified)	1	-6	6	-2	-3	-1	3	1	-2	4
Cc1ccc(-c2nnc3n2N=C(c2ccc(-c4ccccc4)cc2)CS3)cc1	5	-1	-11	0	5	-12	10	x	-3	x

# Only part of the results is shown. The share of hits here may be higher or lower than overall.
